Source: PubChem (National Center for Advancing Translational Sciences (NCATS))
SNCA expr inhib = SNCA gene expression inhibition; AID 1671194; 140,000 compounds, 0.17% hits; HEK-293 SNCA-luciferase knock-in, luminescence, 24 h; Potency, µM (titrated, usually from 57.2 µM), without a hit: at the top dose activity change, negative = inhibition, hits mostly inhibitors;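 also: potency is read from the fitted curve at half-maximal effect; plate controls were DMSO cells for no effect and cell-free wells for full effect; nearly all actives have a fitted effect of over 45% in size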
HEK cytotox = kills HEK 293 cells | HEK 293 viability, ATP luminescence (CellTiter-Glo), 48-72 h | Potency, µM (doses to about 115 µM), for the others: top-dose activity change, negative = cytotoxicity, actives largely listed as inhibitors | 94,000 compounds, 6.6% hits; also: potency is read from the fitted curve at half-maximal effect; nearly all actives have a fitted effect of over 60% in size
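Viability of HEK 293 cells, plated at 250 cells/well, was judged by cellular ATP after compound treatment for 48 or 72 hr. Luminescence was imaged 10 min after CellTiter-Glo addition at room temperature.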
GPT2 inh = GPT2 alanine aminotransferase inhibition | Q8TD30 | Recombinant GPT2, coupled pyruvate oxidase/HRP Amplex Red fluorescence | Potency, µM (top dose mostly 57.7 µM), inactives show top-dose activity change, negative = inhibition, actives largely listed as inhibitors | 100,000 compounds, 0.25% hits; also: potency is read from the fitted curve at half-maximal effect; nearly all actives have a fitted effect of over 60% in size; many of its hits are not listed in these tables
Target sequence (Q8TD30 whole entry, looked up): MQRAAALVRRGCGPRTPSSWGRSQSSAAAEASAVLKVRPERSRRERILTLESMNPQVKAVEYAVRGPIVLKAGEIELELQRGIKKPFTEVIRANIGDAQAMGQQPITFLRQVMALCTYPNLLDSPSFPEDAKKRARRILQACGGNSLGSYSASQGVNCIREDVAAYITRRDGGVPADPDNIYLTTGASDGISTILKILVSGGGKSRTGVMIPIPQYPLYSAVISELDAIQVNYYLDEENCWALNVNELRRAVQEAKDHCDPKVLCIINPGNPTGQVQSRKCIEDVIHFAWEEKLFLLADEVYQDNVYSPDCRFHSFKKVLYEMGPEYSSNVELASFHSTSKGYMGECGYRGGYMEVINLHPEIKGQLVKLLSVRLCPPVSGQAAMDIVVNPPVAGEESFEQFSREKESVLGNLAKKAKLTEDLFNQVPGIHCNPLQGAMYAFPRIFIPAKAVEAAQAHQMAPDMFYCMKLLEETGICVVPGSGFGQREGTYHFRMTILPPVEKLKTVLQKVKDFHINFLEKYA
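Fluorescence of coupled pyruvate oxidase/HRP/Amplex Red system (50uM Amplex, 30 min, dark) reports pyruvate formed by GPT2. Enzyme reaction: 10ng/uL GPT2, 2mM L-alanine, 250uM a-KG, 30 min room temperature, pH 7.5; 50uM AOA control.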
IP6K1 inh = inhibitors of human IP6K1; Q92551; IP6K1 kinase, ADP-Glo luminescence, 2 h; hits give low values; activity change, % (series mostly up to about 58 µM); 140,000 compounds, 0.81% hits; AID 1645851; in the data active = activity change below about -25%
Target sequence (Q92551 whole entry, looked up): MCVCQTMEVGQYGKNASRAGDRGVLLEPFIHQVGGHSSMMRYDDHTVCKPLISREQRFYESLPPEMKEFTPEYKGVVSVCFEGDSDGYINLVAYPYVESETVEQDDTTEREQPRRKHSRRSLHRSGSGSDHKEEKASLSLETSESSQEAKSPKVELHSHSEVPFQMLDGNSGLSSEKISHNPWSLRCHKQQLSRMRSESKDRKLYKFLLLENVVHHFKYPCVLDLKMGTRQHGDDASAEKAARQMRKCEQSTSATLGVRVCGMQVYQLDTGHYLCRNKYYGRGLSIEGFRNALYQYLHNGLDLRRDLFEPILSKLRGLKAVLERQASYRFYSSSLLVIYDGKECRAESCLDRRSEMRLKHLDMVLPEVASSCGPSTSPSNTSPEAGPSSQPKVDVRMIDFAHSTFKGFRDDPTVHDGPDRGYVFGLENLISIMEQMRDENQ
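ADP-Glo luminescence measures ADP made by human IP6K1 during a 2 h RT reaction with ATP/IP6 (mix at 1.3 mM/130 uM); top library doses 57.5 and 19.1 uM final.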
HEK293 viab = cell viability loss counter-screen | HEK-293-SNCA-luc viability, GF-AFC fluorescence, 24 h | Potency, µM (doses to about 57.1 µM), for the others: at the highest dose activity change, negative = cytotoxicity, usual class: cytotoxic | 150,000 compounds, 0.12% hits | AID 1671193;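 also: potency is read from the fitted curve at half-maximal effect; 0% = DMSO-treated cells and -100% = medium-only wells without cells; nearly all actives have a fitted effect of over 30% in size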
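Cytotoxicity counterscreen: after 24 h compound treatment of genome-edited SNCA-luciferase HEK-293 cells, live-cell protease substrate GF-AFC read by fluorescence after 30 min; activity scaled between DMSO (0%) and medium-only (-100%), curves Hill-fitted.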
Luciferase inh = inhibitors of firefly (Photinus pyralis) luciferase. P08659. purified P. pyralis luciferase, luminescence, biochemical. Potency, µM (highest dose often 115 µM), without a hit: at the top dose activity change, negative = inhibition, hits mostly inhibitors. 76,000 compounds, 2.5% hits; also: potency is read from the fitted curve at half-maximal effect; nearly all actives have a fitted effect of over 65% in size
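Luminescence read by CCD imager after adding enzyme (10nM final) to wells holding compound, titrated in qHTS. Substrates 10uM each D-luciferin and ATP; buffer 50mM Tris acetate pH 7.5, 10mM Mg acetate, Tween-20, BSA.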
3T3 cytotox = NIH 3T3 cell cytotoxicity; NIH 3T3 viability, CellTiter-Glo ATP luminescence, 48-72 h; Potency, µM (doses to about 96.7 µM), without a hit: at the top dose activity change, negative = cytotoxicity, hits mostly inhibitors; 94,000 compounds, 4.3% hits; also: potency is read from the fitted curve at half-maximal effect; nearly all actives have a fitted effect of over 55% in size
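Viability of NIH 3T3 cells after 48 or 72 hr compound treatment at 37 °C was assessed by CellTiter-Glo, with luminescence imaged following a 10 min room-temperature step.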
Starred values were filed as active, the others as inactive; i = inactive; ? = inconclusive; nt = no result given; & = joins results of further samples; ! = a repeat was not active; [ ] = remark or other dose. Unless noted, calls follow the shape of the dose curve; as a rule, active = well fitted curve in the direction sought with a large enough effect; inconclusive = small, poorly fitted or top-dose-only effect, or another doubt; inactive = no such curve, though single readings can be large; an effect the other way counts as inactive or inconclusive. Unless noted, % is scaled to controls: 0 for no effect and ±100 for the full control effect.

cpd	molecule	SNCA expr inhib	HEK cytotox	GPT2 inh	IP6K1 inh	HEK293 viab	Luciferase inh	3T3 cytotox
1	NC(=O)C1CCN(c2cc(-c3noc([C@@H]4CCCN4Cc4cccnc4)n3)ccn2)CC1	29%[87.6 µM]	?	-8%[88.5 µM]	17	-4%[87.6 µM]	2%[172 µM]	-26%[174 µM]
2	COc1ccc(OC)c(S(=O)(=O)N2CCCC(c3nc(C(C)C)no3)CCNC(=O)CC2)c1 (centres undefined)	5%	-7%	5%	-2	-1%	-10%	-30%
3	O=C(c1ccc2c(c1)OCO2)N1CCc2nc(C3CC3)nc(-c3ccc(Cl)cc3)c2CC1	-17%	28µM*	i	-4	-17%	3%	?
4	O=C(NCc1ccc(Cl)cc1)c1ccc2nnc(-c3cc(C(F)(F)F)cc(C(F)(F)F)c3)n2c1	3%	14µM*	i	-4	?	nt	?
5	Fc1ccc(CN2CC(N3CCc4ccccc43)C2)cc1	21%[87.6 µM]	-16%[172 µM]	-24%[88.5 µM]	-6	-5%[87.6 µM]	nt	-10%[138 µM]
6	O=C1CC(c2ccccc2)N(C(=O)C2CC2)CCCN(C(=O)c2ccc3ccccc3n2)CCN1 (centres undefined)	12%	4%	i	27	4%	-11%	-12%
7	Cc1cccc(CNC(=O)c2ccc3c(c2)N(C)C2CCCCCN2C3=O)c1 (centres undefined)	-12%	?	i	5	?	-14%	-17%
8	COc1ccc(CNC(=O)Cn2c(=O)n3nc(-c4cccc(F)c4)nc3c3ccccc32)cc1OC	26%	nt	nt	13	6%	nt	nt
9	CCc1cccc(Nc2nc(-c3ccc(OC)c(OC)c3)no2)c1	18%	?	i	17	-4%	?	?
10	COC(=O)CNC(=O)C1CCCN(Cc2cccc(-c3ccc(F)cc3F)c2)C1 (centres undefined)	-14%	-28%	-6%	5	0%	nt	?
11	COCCCNc1ccc2nnc(-c3ccccn3)n2n1	2%[87.6 µM]	-4%[230 µM]	-7%[88.5 µM]	-9	10%[87.6 µM]	3%[230 µM]	?
12	Fc1ccccc1Cc1cn2cc(-c3ccc(Cl)cc3)nc2s1	31%[activator]	nt	nt	13	-1%	nt	nt
13	CCOC(=O)N1CCc2c(sc(NCc3cccc(F)c3)c2C(=O)Nc2ccc(OC)cc2OC)C1	?	nt	nt	-3	3%	nt	nt
14	CC(=O)Nc1ccc2ncnc(N3CCCC3)c2c1	26%	?	i	-7	-4%	-9%	-6%
15	CCN1C(=O)c2ccccc2S(=O)(=O)c2ccc(C(=O)NCc3ccc(OC)cc3)cc21	?	nt	nt	3	-7%	nt	nt
16	N#Cc1ccc(S(=O)(=O)N2CCC[C@H]2C(=O)N2CCCCCCNC(=O)CC2)cc1	6%	-4%	?	-4	-2%	-16%	-19%
17	COc1ccc(CN(C(=O)Nc2ccccc2)c2ccccn2)cc1OC	61%[activator]	nt	nt	37	-7%	nt	nt
18	Cc1ccc2c(C(=O)NCc3ccc(Cl)cc3)cnn2c1	-6%[87.6 µM]	?	i	-13	6%[87.6 µM]	?	?
19	COc1ccccc1-c1ccc(C(=O)N2CCC(NC(=O)Cc3ccc(F)cc3)CC2)cc1	-17%&-17%	?	-8%	-4&11	-7%&-8%[12.5 µM]	nt	45µM*!
20	CC(NC(=O)c1cc2n(n1)CC(c1ccc(Cl)cc1)OC2)c1ccc(F)cc1 (centres undefined)	-2%	?	0%	-1	6%	-21%	?
21	Cc1ccc(Nc2sc(C(=O)c3ccccc3)c(N)c2C(N)=O)cc1	-22%	nt	nt	19	-16%	nt	nt
22	COc1ccc(CC(=O)N2CCC3(C2)C(=O)N(CCc2ccccc2)c2ccccc23)cc1 (centres undefined)	-4%&-4%	40µM*!	1%	1&19	4%&-10%	6%&-3%	?
23	CC1(C)[C@H](Cc2cc(CN3CCOCC3)on2)C[C@@H]1N(Cc1ccco1)Cc1ccco1	0%	?	i	5	4%	-10%	?
24	Cc1ccsc1C(=O)N1CCC(c2nc(CCOCC3CC3)no2)C1 (centres undefined)	-9%	-15%	i	23	-10%[12.5 µM]	2%	-20%
25	Cc1ccc(N2CCN(C(=O)CCc3c(C)nc4ncnn4c3C)CC2)c(C)c1	6%	nt	nt	8	1%	nt	nt
26	OC1(CN2CCC(c3cc(Cc4ccccc4)[nH]n3)CC2)CNCCOC1 (centres undefined)	1%	-11%	?	-11	-4%	9%	-29%
27	Cc1ccc(C(=O)N2C[C@@H](Oc3ccccc3)C[C@H]2C(=O)N2CCOCC2)s1	-1%	-20%	i	-6	-5%	-16%	0%
28	O=C(Cc1ccccc1F)N1CCN(c2nnc3ccc(Cl)cn23)CC1	-1%	-10%	-4%	40	-7%	-4%	-17%
29	COc1ccc(-c2cc(C[C@H]3CNCC[C@H]3CC(=O)Nc3nccs3)no2)cc1	28%[87.6 µM]	100µM*	-3%[88.5 µM]	-13	4%[87.6 µM]	11%[172 µM]	79µM*
30	COc1cc2c(Nc3cc(F)c(Cl)c(Cl)c3)ncnc2cc1OCC1CCCN(C)CCC1	nt	nt	-10%	-2	?	nt	nt
31	CCOc1cccc(CN2CCC(C(Cc3ccccc3F)N(C)C(=O)c3cccs3)CC2)c1O (centres undefined)	17%	3%	1%	5	-1%	5%	i
32	CCn1ccc(C(=O)NC2CCCN(c3cc(-c4ccc(OC)cc4)[nH]n3)C2)n1 (centres undefined)	19%	?	-7%	4	-12%	28µM*	-22%
33	COc1ccc(C(CC(=O)NCCc2ccccc2)c2c[nH]c3ccccc23)cc1OC (centres undefined)	37%[activator]	?	-12%	-5	-1%	-16%	?
34	Cc1n[nH]c(C)c1C(N)C(=O)NCc1ccccc1Cn1cccn1 (centres undefined)	-2%	-21%	i	5	2%	-3%	-6%
35	COc1ccccc1-c1nnc2ccc(C(=O)NCC3CC3)cn12	?	3%[172 µM]	i	12	8%[87.6 µM]	nt	-22%[138 µM]
36	Cc1ccc(-c2nc(CCNC(=O)C(=O)Nc3c(C)cccc3C)cs2)cc1	-6%	nt	nt	15	11%	nt	nt
37	Cc1ccc(-n2c(C)nc3c(cnn3-c3ccccc3)c2=O)cc1	12%	nt	nt	2	4%	nt	nt
38	Cc1cc(C)cc(NC(=O)Cn2cc(C(=O)c3cccs3)c3ccccc32)c1	?	nt	nt	-4	-18%	nt	nt
39	O=C(NCC(c1cccnc1)N1CCc2ccccc2C1)C(=O)Nc1ccccc1 (centres undefined)	61%[activator]	nt	nt	-1	1%	nt	nt
40	COc1ccc(-n2nc(C(=O)N3CCN(c4cccc(C(F)(F)F)c4)CC3)c3c4ccccc4n(C)c3c2=O)cc1Cl	-21%	nt	nt	-4	3%	nt	nt
41	Cc1ccc2c(c1)N1C(=O)OC[C@@H]1CCN(C(=O)COCc1ccccc1)C2	22%[87.6 µM]	-15%[172 µM]	i	-5	6%[87.6 µM]	-23%[172 µM]	-23%[138 µM]
42	CCOC(=O)c1sc2cccc(F)c2c1S(=O)(=O)NCc1ccccc1Cl	12%	nt	nt	22	9%	nt	nt
43	CCOC(=O)C1CCN(C(=O)C2CCc3nnc(-c4cccc(C(F)(F)F)c4)n32)CC1 (centres undefined)	?	-35%	-10%	23	-9%	nt	-30%
44	Cc1c(C(C)NC(=O)c2ccccc2-c2ncn[nH]2)cnn1-c1ccccn1 (centres undefined)	-5%	-1%	-1%	-3	6%	11%	3%
45	CNS(=O)(=O)c1cc(-c2nn3c(C)nnc3c3ccccc23)ccc1C	45%[activator]	nt	nt	1	-12%	nt	nt
46	Cc1ccc(C)n1-c1nnc(N2CCCC(C(=O)Nc3ccc(C(C)C)cc3)C2)s1 (centres undefined)	?	nt	nt	22	-19%	nt	nt
47	Cn1cc(Cl)cc1C(=O)N1CCCC(c2ccc(C(=O)O)cc2)C1 (centres undefined)	-30%	-9%	i	11	-13%	-4%	?
48	CN1CCC(N2CCN(C(=O)CCc3ccccc3)CC2)C1=O (centres undefined)	6%	-16%	i	11	0%	-8%	-11%
49	Cc1cccc(N2CCN(C(=O)Nc3cn(CC(C)C)c(=O)c4ccccc34)CC2)c1C	-23%	nt	nt	4	8%	nt	nt
50	Cc1ccc(NC(=O)NCC2CCOCC2)c(C)c1	-14%	9%	0%	14	1%	-9%	0%
51	Cc1ccsc1C(=O)N1CCC2(CC1)CC(N(Cc1ccc(F)cc1)C1CC1)CCO2 (centres undefined)	-19%	?	i	3	2%	10%	?
52	CCOC(=O)c1c(NC(=O)c2cc(C(C)C)on2)sc(C(C)=O)c1C	1%	nt	nt	5	1%	nt	nt
53	COc1c[nH]c(CN2CCN(C)C3(CCC(=O)N(C)CC3)C2)cc1=O (centres undefined)	?	-3%	1%	11	-7%	3%	0%
54	O=C(NCc1nnc2n1C(C(=O)O)CC2)c1ccc(F)cc1 (centres undefined)	2%	1%	-26%	4	1%	nt	2%
55	O=C(NCc1ccccc1Cl)C1CCN(c2nccc(Nc3ccccc3F)n2)CC1	22%	?	-20%	-2	6%[12.5 µM]	nt	40µM*
56	CCN(CC)c1ccc(NS(=O)(=O)c2cc(-c3onc(C)c3C)ccc2OC)c(C)c1	-2%	nt	nt	7	-1%	nt	nt
57	CCn1ncc(N2CCCC(CC(=O)NCc3ccc(C)c(C)c3)C2)cc1=O (centres undefined)	0%	-21%	-5%	46	2%	6%	-14%
58	COc1ccc(-c2ccc3c(N)c(C(=O)NCc4ccc(C)cc4)sc3n2)cc1	115%[activator]	nt	nt	16	20%	nt	nt
59	CN1Cc2ncnc(NCC3CC3)c2CN(c2ccccc2)C1=O	7%[87.6 µM]	-28%[172 µM]	i	-6	-4%[87.6 µM]	-6%[172 µM]	?
60	COc1ccccc1C(=O)N1CCC2(CC1)OC(=O)N(CCOc1ccccc1)C2(C)c1cccnc1 (centres undefined)	12%	-23%	i	-6	1%	10%	?

Other compounds follow.
cpd	molecule	SNCA expr inhib	HEK cytotox	GPT2 inh	IP6K1 inh	HEK293 viab	Luciferase inh	3T3 cytotox
61	CCN1CCc2[nH]cnc2C12CCN(C(=O)Cc1c[nH]c(=O)[nH]c1=O)CC2	17%	-29%	5%	-13	4%	0%	-7%
62	Cc1cccc(C)c1OCC(=O)Nc1nc(-c2ccc(Br)cc2)ns1	29%	nt	nt	9	4%	nt	nt
63	Cc1cccc(-c2nc3c(cnn3-c3ccccc3)c(=O)n2-c2cccc(Cl)c2)c1	39%[activator]	nt	nt	16	-7%	nt	nt
64	COCC1CN(S(=O)(=O)Cc2ccc(F)cc2)CC12CCNCC2 (centres undefined)	-5%	4%	i	8	-14%	-3%	i
65	COCCNC(=O)c1cnc2n[nH]c(-c3ccccc3OC)c2n1	-11%[87.6 µM]	-20%[172 µM]	-7%[88.5 µM]	5	-3%[87.6 µM]	0%[172 µM]	?

This is a subset; count on the stated rates, not on these rows.
